CHO-K1 Ca PAM: M1 PAM counterscreen hit in parental CHO-K1 cells; ATP EC20, Fluo-8 calcium fluorescence; 0% at ATP EC20, 100% at ATP max; activation, % at 3 µM; 0.02% of 360,000 active; AID 602247;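 active = activation above the run cutoff, the mean activation of all test compounds plus 3 SD, cut at about 40% in these data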;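 note: peak over basal fluorescence ratio in a 140 s read after ATP addition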
TAAR1 antagonist: human TAAR1 antagonism. inhibition, % at 3 µM. AID 624466. CHO RD-HGA16 TAAR1, Fluo-8 calcium fluorescence, antagonist. 1.5% of 360,000 active;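 active = inhibition above a per-plate cutoff, the mean inhibition of test compounds on that plate plus 3 SD, cut at about 49% in these data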;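 note: 0% = DMSO plus EC80 beta-PEA response and 100% = DMSO alone without agonist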
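Test system – hTAAR1-expressing CHO RD-HGA16 cells, Gα16-coupled · Reagent – β-PEA at EC80 concentration, post-compound challenge · Compound dosing – 3 µM, single point · Timing – 140 s kinetic read after compound, 140 s after agonist · Detection – Fluo-8 intracellular calcium dye fluorescence, real-time kinetic reads · Control set – DMSO and EC80 PEA controls · Repeats – n of 1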
CHO parental Ca: counter-screen for OX1R antagonists: effect in parental CHO cells. inhibition, % at 5.6 µM. 0.63% of 330,000 active. parental CHO-K1, ATP-induced calcium, Fluo-8 fluorescence;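 active = inhibition above that plate's mean sample inhibition plus 3 SD, cut at about 26% in these data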;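 note: 0% = ATP-challenged DMSO wells and 100% = DMSO wells without ATP; some compounds past the cut are filed as inactive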
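material = parental CHO cells | also added = ATP as calcium-mobilizing challenge | dosing = single point at 5.6 µM | detection = intracellular calcium via Fluo-8 no-wash fluorescent dye | read-out = % inhibition | benchmarks = low control ATP plus DMSO, high control DMSO only | repeats = one well per compound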
M1 ag: agonists of human M1 muscarinic receptor. 0.33% of 360,000 active. CHO-K1 hM1, Fluo-8 calcium fluorescence, agonist mode; 0% DMSO, 100% acetylcholine EC100. P11229. activation, % at 3 µM;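 active = activation above the run's mean compound activation plus 3 SD, cut at about 16% in these data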;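 note: peak over basal fluorescence ratio within a 140 s kinetic read after compound addition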
Target sequence (P11229 whole entry, looked up): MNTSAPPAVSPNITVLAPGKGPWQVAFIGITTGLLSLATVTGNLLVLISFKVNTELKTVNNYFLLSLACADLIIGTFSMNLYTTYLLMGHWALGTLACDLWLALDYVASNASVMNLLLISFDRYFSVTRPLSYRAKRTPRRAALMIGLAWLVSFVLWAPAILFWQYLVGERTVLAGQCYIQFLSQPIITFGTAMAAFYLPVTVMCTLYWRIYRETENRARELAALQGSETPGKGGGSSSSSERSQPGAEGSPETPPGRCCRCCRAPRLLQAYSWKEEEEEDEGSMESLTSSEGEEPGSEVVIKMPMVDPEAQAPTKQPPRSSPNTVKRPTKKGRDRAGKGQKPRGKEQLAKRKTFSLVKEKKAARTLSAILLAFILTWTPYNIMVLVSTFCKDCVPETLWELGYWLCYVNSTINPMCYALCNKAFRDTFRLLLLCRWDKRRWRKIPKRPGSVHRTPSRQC
OXTR potentiate: human OXTR potentiation. P30559. CHO-OTR cells, Fluo-8 calcium fluorescence, potentiator mode; 0% = oxytocin EC15, 100% = EC100. activation, % at 3 µM. 0.061% of 320,000 active. AID 2445;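 active = activation above that plate's cutoff, the mean activation of tested compounds plus 3 SD, cut at about 6.6% in these data, passing the limit was not always enough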;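 note: 100% uses oxytocin at 75 nM as the full agonist control; some results filed as inactive read as strong as hits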
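Assay system: CHO-OTR cells, human receptor / Also added: oxytocin at about EC15, sub-maximal agonist stimulus / Dosing: single dose, 3.0 µM nominal final compound concentration / Incubation: 6 min pre-incubation, 100 s read / Technique: Fluo-8 calcium dye fluorescence / Read-out: % activation vs EC15 and EC100 oxytocin / Benchmarks: EC15 oxytocin low, 75 nM oxytocin high / Replicates: singlicate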
CHO-K1 Ca antag: counter-screen for M1 antagonists: effect in parental CHO-K1 cells; AID 602250; ATP-induced calcium, Fluo-8 fluorescence; inhibition, % at 3 µM; 0.6% of 360,000 active;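 active = inhibition above a per-plate cutoff, the plate's mean sample inhibition plus 3 SD, cut at about 24% in these data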;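 note: 0% = DMSO plus EC80 ATP and 100% = DMSO alone without ATP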
TAAR1 agonist: agonists of human TAAR1; AID 624467; CHO RD-HGA16 TAAR1, Fluo-8 calcium fluorescence; vehicle wells 0%, saturating PEA agonist 100%; Q96RJ0; activation, % at 3 µM; 0.99% of 360,000 active;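 active = activation above the mean activation of all test compounds in the run plus 3 SD, cut at about 38% in these data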
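System: CHO-derived RD-HGA16 cells with stable Gα16 and human TAAR1 / Times: 17-24 h plating, Fluo-8 75 min 37 °C, 30 min RT / Technique: calcium-sensitive Fluo-8 signal, excitation 470-495, emission 515-575 nm / Measure: % activation relative to PEA EC100 response / Benchmarks: DMSO and PEA EC100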
V1R ag counter: V1a receptor agonism, counter-screen for OXTR agonists; CHO-V1R cells, Fluo-8 calcium fluorescence, agonist mode; 0% DMSO, 100% 3 nM vasopressin; P37288; activation, % at 3 µM; 0.25% of 320,000 active;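 active = activation above the mean activation of all tested compounds plus 3 SD, per screening run, cut at about 20% in these data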;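 note: signal is peak over basal fluorescence ratio across a 100 second FLIPR read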
Target sequence (P37288 whole entry, looked up): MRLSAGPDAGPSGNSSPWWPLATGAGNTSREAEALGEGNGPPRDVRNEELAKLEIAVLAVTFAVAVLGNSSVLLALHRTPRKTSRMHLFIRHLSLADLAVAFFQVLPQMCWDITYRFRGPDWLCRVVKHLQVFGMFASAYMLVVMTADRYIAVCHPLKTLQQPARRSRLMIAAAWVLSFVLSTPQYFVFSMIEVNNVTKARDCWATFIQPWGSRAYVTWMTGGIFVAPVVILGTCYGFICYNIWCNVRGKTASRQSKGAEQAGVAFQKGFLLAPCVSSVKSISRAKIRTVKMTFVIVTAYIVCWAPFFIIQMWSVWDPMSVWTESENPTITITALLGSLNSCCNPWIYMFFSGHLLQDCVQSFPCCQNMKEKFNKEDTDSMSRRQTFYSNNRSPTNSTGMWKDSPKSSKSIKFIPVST
M1 ag parental: M1 agonist counterscreen hit in parental CHO-K1 cells | Fluo-8 calcium fluorescence; scaled to maximal ATP response, vehicle zero | activation, % at 3 µM | 0.48% of 360,000 active; in the data active = activation above about 15%;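 note: untransfected CHO-K1 host cells lacking M1 receptor as counterscreen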
An asterisk follows results filed as active; x = no result given.

SMILES	CHO-K1 Ca PAM	TAAR1 antagonist	CHO parental Ca	M1 ag	OXTR potentiate	CHO-K1 Ca antag	TAAR1 agonist	V1R ag counter	M1 ag parental
O=C(O)CSCCCC(=O)Nc1ccc(Br)cc1	7	-10	-1	-4	-2	-10	13	1.3	0.2
CSCCC(NS(=O)(=O)c1ccc2ccccc2c1)C(=O)OCC(=O)c1ccc(C(C)C)cc1 (centres undefined)	16	0	-3	-6	-11	5	-2	3.7	1.9
Cc1ccc2c(c1)cc1c(=O)[nH]ncn12	1	3	-7	-1	6	0	7	-0.3	-0.1
Cc1cccc(Oc2ccc(C(=O)NC3CCSC3=O)cn2)c1C (centres undefined)	-2	-23	10	-2	-12	-5	3	1.1	-0.1
Cc1cc(=O)[nH]c(SCC(=O)C23CC4CC(CC(C4)C2)C3)c1C#N	2	-9	-9	3	-10	5	16	9.4	4.7
COc1ccc(Cc2c(-c3ccc(Cl)cc3)nc3cc(C)c(Br)c(C)n23)c(C)c1	16	-17	x	x	x	-15	2	x	-0.2
CC(C)Cc1ccc(S(=O)(=O)Nc2ccccn2)cc1	9	-8	-5	-5	-5	-7	0	0.4	0.9
CCN(CC)CCNC(=O)CNC(=S)N(CCCN1CCOCC1)Cc1cccs1	5	9	-11	-5	-4	-12	0	0.1	0.0
Cc1nc2ccc(C(=O)Nc3ccc(N(C)C)cc3)cc2s1	-10	12	-15	-2	-7	1	1	0.1	0.1
CC(=O)Nc1ccc(S(=O)(=O)N(c2cccnc2)S(=O)(=O)c2ccc(NC(C)=O)cc2)cc1	5	21	-6	-5	1	3	12	0.9	0.5
COc1cc(SC)ccc1C(=O)OCC(=O)NC1CCCCC1	-1	-18	-20	-5	0	-16	-1	1.3	2.0
Cc1cc(Nc2ccc(Cl)cc2)n(-c2cccc(Cl)c2)n1	-6	30	-24	-2	-7	14	1	-1.5	-0.8
O=c1c(Cl)c(Cl)cnn1Cc1nnc(-c2ccccc2Br)o1	-7	104*	x	86*	x	95*	122*	x	71*
Cc1ccc(-c2csc3ncn(CC(=O)N4CCOCC4)c(=O)c23)cc1C	10	2	-11	-5	-7	-8	5	-0.2	0.2
N#Cc1nc(COc2ccc(Cl)cc2)oc1NCc1ccc2c(c1)OCO2	8	50*	-7	-3	-6	1	8	0.3	1.5
C[C@@H]1CN([C@H](C)CO)S(=O)(=O)c2ccc(C#CC3CCCCC3)cc2O[C@H]1CN(C)C(=O)Cc1ccncc1	11	34	x	-4	x	-1	12	x	2.4
Cc1ccc(Nc2ccccc2)nn1	20	-10	0	0	-2	-11	3	1.2	0.5
C=CCn1c(C2CCCCC2)n[nH]c1=S	-12	-23	7	-4	-6	-6	2	-0.5	0.7
CC(C)(C)n1cnc2cc(NC(=O)c3ccco3)ccc21	9	-2	4	-2	0	-7	1	1.4	1.0
O=C(C1CCC(C(=O)N2CCCCC2)CC1)N1CCCCC1 (centres undefined)	5	9	-14	7	-2	3	1	0.3	0.0
OCc1ccc(N=Nc2ccccc2)cc1	14	-1	-12	-2	-12	-4	0	-2.0	1.2
CC(C)Oc1cccc(C(=O)NC(=S)Nc2ccc(Cl)c(C(=O)O)c2)c1	22	-2	-9	-6	4	-12	2	0.0	0.7
CC(CNC(=O)CCc1nnc(CCC2CCCCC2)o1)c1ccccc1 (centres undefined)	25	2	-24	-16	-1	-7	10	0.9	1.1
O/N=C\c1cccn1-c1nccs1	0	-3	1	-6	-14	0	0	0.2	0.1
COc1cc(OC)c2c(-c3cccc(-c4ccoc4)c3)cc(=O)oc2c1	18	-16	-24	-6	x	-20	2	x	0.5
COc1cccc(C(=O)N(Cc2nc(-c3ccc(C)cc3)no2)C(C)C)c1	7	17	-29	-9	-4	-18	4	-0.7	0.4
COc1ccc(/C=C2\CCC/C(=C\C=N\N(C)C)C2=O)cc1	1	-14	-12	0	-12	-8	13	2.4	5.4
COC(=O)COc1cccc(NC(=O)c2cccs2)c1	5	-2	0	0	-6	0	1	0.5	0.5
CCOC(=O)CCc1c(C)c2ccc(OCC(=O)N3CCOCC3)c(C)c2oc1=O	-5	-9	-7	-3	4	-10	10	2.4	2.3
O=C(Nc1cc([N+](=O)[O-])ccc1F)c1cccs1	14	8	-7	-6	-6	-8	1	-0.8	0.1
Oc1ccc(/C=N/Nc2ccc(Cl)nn2)c(O)c1O	-4	-4	-11	1	1	-19	4	-0.2	0.4
CCCCC(=O)N(C)c1c(C)nc2ccc(C(=O)N3CCN(c4ccccc4)CC3)cn12	0	-17	x	-4	x	0	1	x	0.3
COc1ccc(CCNC(=O)[C@H](CC(C)C)NC(=O)N2CCn3c2nc2ccccc23)cc1OC	18	-24	-29	-3	-6	-26	0	2.9	-0.6
Cc1cc(Br)ccc1NC(=O)CNC(=O)CN(C)C1CCS(=O)(=O)C1 (centres undefined)	-10	-19	x	-3	x	-7	1	x	2.1
COc1ccc(-c2noc(CCC(=O)N3CCN(c4cc(C)ccc4C)CC3)n2)cc1	17	18	-20	-3	-8	-19	4	2.1	3.3
Cc1cc(C)nc(-n2nc(C)cc2NC(=O)c2cccc(S(=O)(=O)N3CCOCC3)c2)n1	20	-2	x	-1	x	-5	2	x	0.5

An excerpt from above in order of the TAAR1 agonist value, high to low.
Compound	TAAR1 agonist
COc1cccc(C(=O)N(Cc2nc(-c3ccc(C)cc3)no2)C(C)C)c1	4
Cc1cc(C)nc(-n2nc(C)cc2NC(=O)c2cccc(S(=O)(=O)N3CCOCC3)c2)n1	2
Cc1cc(Br)ccc1NC(=O)CNC(=O)CN(C)C1CCS(=O)(=O)C1 (centres undefined)	1

More results.
SMILES	CHO-K1 Ca PAM	TAAR1 antagonist	CHO parental Ca	M1 ag	OXTR potentiate	CHO-K1 Ca antag	TAAR1 agonist	V1R ag counter	M1 ag parental
COc1cccc(NC(=O)N2CCCC2C(=O)NCc2ccc(Cl)cc2)c1 (centres undefined)	10	-24	-21	-5	2	-1	0	0.3	0.4
COc1ccc2c(=O)c(-c3cnn(-c4ccccc4)c3)c(C)oc2c1	15	11	-9	-4	-14	-6	1	5.0	8.8
COc1ccc(OC)c(S(=O)(=O)Nc2c(C)cccc2C)c1	14	3	-20	-7	7	-2	5	0.1	0.5
COc1ccc(CN2CCC(Oc3cc(C(=O)NC4CC4)ccc3OC)CC2)c(O)c1	17	-7	-25	-5	-4	-6	1	0.1	1.2
CCO[C@@H]1OC(C(=O)O)=C[C@H](C2CC2)[C@H]1CCCO	3	-1	9	-4	-10	-8	4	-0.2	0.5
CC(C)(C)C(=O)CN1C(=O)NC(C)(Cc2ccc3c(c2)OCO3)C1=O (centres undefined)	6	-29	-9	-4	-4	9	-2	1.8	0.0
C=CC[C@H](CC(=O)NCCO)C(=O)N[C@H](COC(=O)[C@H](CC=C)CC(=O)OC(C)(C)C)Cc1c[nH]c2ccccc12	11	49*	-25	-1	-8	-14	10	1.4	2.8
C=CCOc1ccccc1C(=O)/C=C1/C(=O)Nc2ccccc21	2	12	33*	-2	-13	12	2	2.7	3.1
COc1ccc(CCn2c(NN=C3CCCCC3)nc3c2c(=O)[nH]c(=O)n3C)cc1	12	x	-7	-3	4	-9	x	-0.1	0.2
CCCCN(C(=O)c1ccc(-c2ccc([N+](=O)[O-])cc2)o1)c1c(N)n(CC(C)C)c(=O)[nH]c1=O	5	-3	-14	-1	-3	0	-1	-0.3	-0.9
CCCn1nc(C(=O)Nc2ccc(S(=O)(=O)Nc3nccs3)cc2)c2ccccc2c1=O	0	12	-27	-5	1	-4	8	0.7	0.1
COc1cccc(NC(=O)CN(C)C(=O)Cn2c(=O)oc3ccccc32)c1	-3	16	-11	-1	9	-18	0	1.3	0.3
Cc1cnccc1CNC(=O)CC1C(=O)NCCN1CC(C)(C)C (centres undefined)	5	-16	-5	-7	-21	-7	6	0.7	0.0
C/C(=N\NC(=O)C1CC1)c1ccc(NC(=O)c2ccc(Br)o2)cc1	x	3	-3	x	-8	x	-1	-1.3	x
N/C(=N\OC(=O)c1cccs1)C1(c2ccc(Cl)cc2Cl)CC1	8	-34	2	1	-10	-4	2	-0.5	0.5
COc1ccc(N2C(=O)C3CCCN3C2c2cccc(F)c2)cc1Cl (centres undefined)	11	-2	-3	-4	-8	-9	-2	-0.9	0.2
O=S(=O)(Nc1nc2ccccc2nc1NCC1CCCO1)c1ccccc1 (centres undefined)	18	-17	-7	-1	0	-10	0	-0.3	1.4
Cc1cccc(CN2CCN(C(=S)Nc3ccccc3)CC2)c1	13	6	-11	-5	-4	-15	8	-0.9	0.9
CC1=Nc2ccccc2/C1=C/c1c(N)n2c(S(=O)(=O)CC(C)C)nsc2nc1=O	24	5	x	-3	x	-7	4	x	0.3
CCCCn1c2ccc(F)cc2c2nnc(SCCN3CCOCC3)nc21	7	-5	x	-8	x	4	1	x	2.5
CN(Cc1cn(Cc2cccc(Cl)c2)nn1)C1CN(Cc2cn(Cc3cccc(Cl)c3)nn2)S(=O)(=O)C1 (centres undefined)	14	14	x	x	x	-15	3	x	4.3
Cc1ccc(C(=O)N/C(=C\c2ccc(-c3ccccc3[N+](=O)[O-])o2)C(=O)NCCN(C)C)cc1	-4	-24	-15	-2	-17	-8	5	0.8	0.3
COC(=O)c1[nH]cnc1C(=O)c1ccccc1	3	11	-5	-3	-14	3	1	0.8	-0.2
CN(Cc1cccc(F)c1)C(=O)C1CC(=O)N(c2ccc3c(c2)OCCO3)C1 (centres undefined)	9	8	-10	-7	-1	-6	2	0.0	0.9
CC(=O)N1CCN(c2ccc(NC(=O)c3cccc(Cl)c3Cl)cc2)CC1	6	-1	-1	-5	-4	3	2	0.8	1.4
CCc1noc(C)c1C(=O)N(Cc1ccccc1)c1c(N)n(CCOC)c(=O)[nH]c1=O	4	-4	-4	0	-5	-3	1	-0.4	0.3
CCN(CC)S(=O)(=O)c1ccc2[nH]c(=O)cc(C(=O)N(C)C3CCS(=O)(=O)C3)c2c1 (centres undefined)	7	3	-3	-3	1	-4	8	-0.2	0.1
O=C(CNC(=O)c1ccncc1)Nc1ccc(F)c(F)c1	2	-13	-8	2	2	-9	2	1.4	0.7
CCN(CC)CCCOc1ccc(C)cc1Br	12	8	-12	-5	-2	-1	3	3.0	0.3
Nc1nnc(CSCc2ccccc2)s1	0	0	-7	-2	-2	2	19	1.3	0.4
O=C(NCCCNc1ccc([N+](=O)[O-])cc1)C(F)(F)F	16	-4	1	-4	-9	-8	2	3.4	1.2

Assay outcomes from PubChem BioAssay.

Rows were taken by chance. Share with any hit: about 3.3%.
